# MITF inh = MITF inhibitors, primary screen, biochemical, AlphaScreen, human; inhibition, % at 2.6 µM; AlphaScreen MITF homodimerization, bead proximity signal; actives 0.91% (n = 650,000); AID 1259374, 2018; Microphthalmia-associated transcription factor (Homo sapiens), O75030; in the data active = inhibition above about 50%;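 also: 0% = vehicle wells with protein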
# Target sequence (O75030 whole entry, looked up): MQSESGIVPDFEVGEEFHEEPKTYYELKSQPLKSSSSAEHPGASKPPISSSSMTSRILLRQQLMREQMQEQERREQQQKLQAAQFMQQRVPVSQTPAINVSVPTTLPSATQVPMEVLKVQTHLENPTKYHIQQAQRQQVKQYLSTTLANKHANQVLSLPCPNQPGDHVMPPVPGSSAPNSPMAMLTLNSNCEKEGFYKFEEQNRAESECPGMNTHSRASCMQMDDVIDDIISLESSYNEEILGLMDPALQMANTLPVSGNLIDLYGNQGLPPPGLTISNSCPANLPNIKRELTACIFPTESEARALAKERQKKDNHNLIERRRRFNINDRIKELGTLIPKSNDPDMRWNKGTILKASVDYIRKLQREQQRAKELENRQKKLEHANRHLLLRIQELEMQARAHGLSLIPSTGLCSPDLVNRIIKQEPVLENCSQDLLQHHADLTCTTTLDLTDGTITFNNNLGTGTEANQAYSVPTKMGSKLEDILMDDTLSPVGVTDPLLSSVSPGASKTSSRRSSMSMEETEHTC
# FBW7 activator = FBW7 E3 ligase activators, primary screen, biochemical, AlphaScreen, human; F-box/WD repeat-containing protein 7 (Homo sapiens), Q969H0; AID 1259310, 2017; AlphaScreen FBW7–phospho-cyclin E peptide binding, activator screen; actives 0.13% (n = 650,000); normalized activity (activation), % at 26.1 µM; in the data active = normalized activity above about 1.9%;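 also: purified mutant Fbw7 with reduced substrate affinity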
# GPR151 ag = activators of human GPR151, primary screen, cell-based, PathHunter beta-arrestin, luminescence. G-protein coupled receptor 151 (Homo sapiens), Q8TDV0. PathHunter beta-arrestin GPR151 cells. activation, % at 11.2 µM. actives 1% (n = 650,000); in the data active = activation above about 4.9%;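 also: 0% = median of compound wells and 100% = cells with positive control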
# Target sequence (Q8TDV0 whole entry, looked up): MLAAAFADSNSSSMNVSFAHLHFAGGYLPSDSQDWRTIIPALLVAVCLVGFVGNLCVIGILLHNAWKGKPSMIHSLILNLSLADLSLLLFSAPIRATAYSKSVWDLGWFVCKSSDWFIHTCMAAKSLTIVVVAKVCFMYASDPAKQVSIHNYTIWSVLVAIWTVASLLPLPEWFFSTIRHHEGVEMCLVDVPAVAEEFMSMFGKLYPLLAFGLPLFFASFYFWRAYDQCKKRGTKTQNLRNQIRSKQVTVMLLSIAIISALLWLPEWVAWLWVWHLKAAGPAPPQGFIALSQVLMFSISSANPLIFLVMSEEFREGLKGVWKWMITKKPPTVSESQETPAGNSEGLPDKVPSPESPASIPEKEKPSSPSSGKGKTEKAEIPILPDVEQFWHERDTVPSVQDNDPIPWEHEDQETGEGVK
# TEAD-YAP inh = TEAD-YAP interaction inhibition, primary screen, TEAD-YAP interaction inhibitor project, luminescence, HEK-TIYL cells; TEAD-Gal4/YAP UAS-luciferase luminescence; inhibition, % at 9.12 µM; AID 1259422, 2018; actives 1.4% (n = 640,000); in the data active = inhibition above about 32%;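 also: 0% = median of test compound wells and 100% = reference inhibitor wells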
# * hit, by the source's call; & = joins results of further samples.
SMILES,MITF inh,FBW7 activator,GPR151 ag,TEAD-YAP inh
COc1ccc(/C=C2\C(=O)C(=O)c3ccccc32)cc1,-2,-0.2,-0.7,-6
COc1ccc(-n2c(=O)[nH]c3nc(-c4ccc(C(=O)N5CCN(C)CC5)cc4)cnc32)cc1,13,0.3,-0.6,0
CC1(C)Cc2nc3sc4c(ncn5c(=S)[nH]nc45)c3cc2CO1,3,0.1,0.4,-7
C/C(=N\NC(=O)C(F)(F)F)c1ccc(-c2ccccc2)cc1,-10,-0.2,0.4,-5
CCOc1cc(C(=O)NCc2n[nH]c(=S)n2-c2ccc(F)cc2)cc(OCC)c1OCC,0,-0.1,0.5,3
CC(=O)c1ccc(N2CCN(S(=O)(=O)c3cc(Br)cnc3N)CC2)cc1,1,0.0,-1.0,2
CCNC(=O)C(=O)Nc1ccccc1OCC,0,-0.1,0.9,13
COc1cc(C(=O)N[C@H](C(=O)NC2CCCc3ccccc32)C(C)C)cc(OC)c1OC (some centres undefined),-4,0.1,-1.5,-3
Cc1cc(=O)n2c(ccc3ccccc32)c1C#N,5,-0.2,-0.7,9
Cc1cc(C(=O)NN2CCOCC2)c2c(C)nn(-c3ccccc3)c2n1,5,0.7,-0.6,1
O=C(CN1CCC(O)(c2cccnc2)CC1)N1CCOCC1,14,1.2,-1.2,2
Cc1cc(OCCCN2C(=O)NC(C)(C)C2=O)c(C)cc1Cl,9,-0.1,0.1,-22
CCOC(=O)COc1ccc2ccc(=O)oc2c1,-5,0.4,0.2,-4
Cc1ccc2c(C)nc(N3CCCC(C(=O)N(C)C(C)C)C3)nc2c1 (centres undefined),9,0.4,2.2,-9
CCCCCNC(=O)c1ccc(SCc2cccc(OC)c2OC)c([N+](=O)[O-])c1,10,0.7,2.0,-12
O=C(NCCCN1CCCC1=O)c1ccc2c(c1)NC(=O)c1ccccc1S2,-17,0.0,-0.1,-2
Cc1ccnc(NC(=O)c2ccccc2C(=O)O)c1,0,0.1,-0.1,16
CCn1c(C)cc(/C=C2/NC(=O)N(CC(=O)Nc3cccc(C)c3)C2=O)c1C,26,-0.1,-0.7,11
CC(=O)Nc1ccc(Nc2ncnc3nc(-c4cccc(C(C)=O)c4)[nH]c23)cc1,20,0.1,-0.5,10
COCCNC(=O)c1sc2ncnc(N(C)c3ccccc3)c2c1C,11,0.6,-1.9,3
Cc1c(C(=O)OCC(=O)NCCN2C(=O)CSC2=O)oc2c1ccc1ccccc12,14,0.4,2.7,8
CCCCC1(C)NC(=S)N(c2ccccc2)N1 (centres undefined),4,0.1,1.2,-7
Cc1cccc(NC(=O)c2ccc(Oc3ccc(C#N)cc3)cc2)c1,5,0.1,1.9,8
CCn1c(=O)cc(N2CCN(c3ccccc3)CC2)[nH]c1=O,-5,0.0,-1.2,-6
COC(=O)c1ccccc1NC(=O)CN1C(=O)C(C)N(c2ccc(C)cc2)C1=O (centres undefined),3,-0.1,-1.5,45*
Cc1ccccc1CNCc1c(C(=O)O)c(C)n(Cc2ccc(Cl)cc2)c1C,13,-0.3,0.2,4
O=c1[nH]c(CN2CCCC2)nc2c1C1(CCCC1)Cc1ccccc1-2,6,-0.2,-0.4,2
COC(=O)C1C(=O)NC(SC)=C(C#N)C1c1ccc(Cl)cc1Cl (centres undefined),-10,-0.1,-1.1,19
COCCNC(=O)C1CCCN(c2ncccn2)C1 (centres undefined),-4,0.1,-1.0,0
CCCCCNC(=O)C(C)NS(=O)(=O)c1ccc(OC)cc1 (centres undefined),16,0.5,0.1,3
COc1cccc(C(=O)N2CCC3(CC2)OCc2cc(-c4ccco4)ccc2O3)c1,11,0.1,-1.1,-3
COc1ccccc1N(CC(=O)Nc1cccc(Br)c1)S(C)(=O)=O,-7,-0.1,-0.9,-4
COc1cc2[nH]c(=O)n(/N=C/c3ccc(OC)c(OCC(N)=O)c3)c(=O)c2cc1OC,8,0.3,0.7,2
COCCOC(=O)c1c(C)oc2cc(Br)c(OC(=O)c3ccc(OC)c(OC)c3)cc12,-5,-0.1,-1.2,5
O=C(Cc1ccc(N2CCC(NCc3nn[nH]n3)CC2)cc1)N1CCCC1,-3,-0.2,0.4,12
COc1cc(OC)c(-c2nc(-c3ccccc3)no2)cc1OC,6,0.0,1.5,-18
CN(Cc1ccco1)C(=O)CN1C(=O)CCc2ccccc21,4,0.0,-0.4,4
Cc1sc2ncn(CC(=O)NCCCC(=O)N3CCN(c4ccccc4)CC3)c(=O)c2c1C,-13,-0.1,-0.4,0
CCCC(=O)Nc1ccccc1-c1nnc(SCC)[nH]c1=O,3,0.1,0.8,0
O=C(CO)N/N=C/c1cccc([N+](=O)[O-])c1,-7,0.2,-0.1,9
CC(C)(CO)NCC(O)Cn1cc(C=O)c2ccccc21 (centres undefined),4,-0.1,1.5,0
O=C(CSc1nc2ccccc2c(=O)[nH]1)N1CCc2ccccc2C1,15,0.0,0.1,-2
CC1=Nc2cc([N+](=O)[O-])ccc2NC(=O)C1,-1,-0.2,0.5,-15
CCOC(=O)c1cnc2ccc(OC)cc2c1Nc1ccc(N2CCOCC2)cc1,4,0.1,0.4,-1
c1cc2c(cc1-n1nnnc1SCc1nn[nH]n1)OCO2,5,0.0,0.2,6
CN(C)c1cccc(Nc2nc3ncnc(NC4CCN(Cc5ccccc5)CC4)c3[nH]2)c1,6,-0.2,3.5,-6
COc1cccc(-c2cc(C(=O)Nc3ccc(F)cc3F)no2)c1,7,0.0,-0.4,-10
CCC1Oc2ccccc2N(CC(=O)NCc2cc(Br)ccc2OC)C1=O (centres undefined),-6,-0.1,1.4,-5
CC(=O)Nc1n[nH]c2nc(C)cc(C(F)(F)F)c12,4,0.0,1.5,13
CCOC(=O)CSc1nc2sc3c(c2c(=O)n1-c1ccc(OC)cc1)CC(C)(C)OC3,11,0.0,-0.7,4
O=C(CCS(=O)(=O)c1ccc2c(c1)SCC(=O)N2)NCc1ccc(F)cc1,-1,-0.1,3.3,8
O=C(Nc1ccccn1)c1cccc(N2C(=O)CCC2=O)c1,9,0.0,0.9,-5
CC(C)OCCNCc1c(C(=O)N(C)C)nc2ccc(Cl)cn12,22,0.2,-2.0,2
COc1ccc(C2(/C=N\OCC(O)CNC(C)(C)C)CCCC2)cc1OC (centres undefined),8,0.0,-0.5,1
NS(=O)(=O)c1ccc2c(c1)C1CCN2CC1,0,-0.1,0.0,-5
Cc1ccc(C)c(OCC(O)CNCc2ccc3c(c2)OCO3)c1C (centres undefined),45,-0.1,3.0,7
CCOc1ccc(-c2cn(-c3ccc(OC)cc3)c(SCC(=O)Nc3ccccc3Cl)n2)cc1,-3,-0.3,-0.6,-13
O=C(Cn1nnc(-c2ccc(Cl)cc2)n1)NC1CC2CCC1C2 (centres undefined),5,-0.2,1.7,-8
O=C(Nc1ccc(O)cc1)c1cc(S(=O)(=O)N2CCOCC2)c(Cl)cc1Cl,-11,-0.1,-0.3,7
COc1ccc(C(=O)NNC(=O)c2cccc3ccccc23)cc1,0,-0.1,-0.4,-30
# The results go on.
SMILES,MITF inh,FBW7 activator,GPR151 ag,TEAD-YAP inh
O=C(Nc1ccccc1F)N1CCC2(CC1)OCc1ccccc1O2,-3,0.7,-1.2,-22
O=C1OC(C(=O)Nc2ccccc2C(=O)c2ccccc2)Cc2ccccc21 (centres undefined),48,0.1,0.6,-8
CCOC(=O)c1c(NC(=O)c2cc(OC)c(OC)c(OC)c2)sc(C(=O)Nc2ccccc2C(F)(F)F)c1C,3,0.2,-0.6,-10
CCC(=O)NC(=S)Nc1ccc(C(=O)O)c(Cl)c1,-7,-0.1,-1.3,5
Cc1nnc(SCC(=O)NC2CCCCC2)n1-n1cccc1,1,-0.3,4.0,-1
CN(CCN(C)/N=C/c1cc(Cl)ccc1O)/N=C/c1cc(Cl)ccc1O,17,-0.1,0.0,-6
Cc1nnc(SCC(=O)Nc2ccc(/C=C/c3ccccc3)cc2)s1,18,0.1,-1.5,4
CCOc1ccc(-n2c(C)nc3cc(C(=O)NC4CCCC4)ccc32)cc1,23,0.4,-1.6,0
COc1ccc(-c2nc(CS(=O)(=O)CC(=O)NCc3ccccc3)c(C)o2)cc1,-5,-0.2,-0.4,11
CCOc1ccc(-c2cccc(NS(=O)(=O)c3ccc4c(c3)CCCC4)c2)nn1,-15,0.0,4.6,1
Cn1nc(C(=O)Oc2ccc(C#N)cc2)c2ccccc2c1=O,8,0.2,-1.3,6
CN(C)c1cccc(Nc2nc(NCc3nc4ccccc4[nH]3)c3ncn(CCN4CCCC4=O)c3n2)c1,19,0.0,3.3,-8
CCc1nc2ccccc2n1C(C)CC (centres undefined),-2,-0.1,0.9,-14
COc1cc(C(=O)Nc2ccc(S(=O)(=O)N3CCOCC3)cc2)cc(OC)c1OC,-8,0.2,0.0,3
CCC1=Nc2cc(C(=O)NCC(OC)OC)ccc2Sc2ccc(C)cc21,-4,-0.1,0.0,60*
COc1ccc(CCNC(=O)NCC2CC(=O)N(c3ccccc3)C2)cc1 (centres undefined),23,0.2,-0.1,11
O=C(/C=C/c1ccco1)Nc1ccc(S(=O)(=O)Nc2cnc3ccccc3n2)cc1,8,0.2,-0.8,-4
O=C(c1cc[n+]([O-])cc1)N1CC[C@H]2[C@H](CCCN2C(=O)/C(F)=C/c2ccccc2)C1,10,-0.1,0.1,0
COc1ccc2c(C)c(C)c(=O)oc2c1C,-9,-0.1,-1.3,-4
Cc1cc2nc(SCc3ccc(Cl)cc3)nc(C)c2cc1C,-3,0.0,1.0,5
COc1cccc(N/C(=N/c2nc(C)cc(C)n2)NC(=O)Nc2ccc(Cl)cc2)c1,7&11,0.0&0.2,-0.7&-1.1,6&2
Cc1cccc(NS(=O)(=O)c2cc(Br)cc3c2N(C(=O)C2CC2)CC3)c1,0,0.0,1.4,71*
O=C(/C=C/c1ccccc1)C1=C(O)C(=O)N(c2ccccn2)C1c1cccnc1 (centres undefined),35,0.0,0.8,-7
O=C(O)CC(NC(=O)c1ccc(Cl)cc1)c1ccc(F)cc1 (centres undefined),-8,0.0,0.3,14
Cc1nn(C)cc1C(C)NC(=O)CCN1Cc2cc(Cl)ccc2OC(C)C1 (centres undefined),5,-0.2,-0.7,15
COc1ccc(CN2CCN(Cc3cccc(OC)c3OC)CC2)cc1Br,75*,0.2,1.5,-4
CC1=NN(C(=O)OC(C)(C)C)C(O)(c2ccc(Br)cc2)C1 (centres undefined),10,-0.2,0.7,-4
CCOC(=O)c1c(NC(=O)C(C)Sc2nnc(CNC(=O)c3ccccc3F)n2C)sc2c1CCCCC2 (centres undefined),4,0.1,0.3,16
COc1ccc(C2=NN(C(=O)CSc3nnc(CNC(=O)c4ccco4)n3-c3ccc(F)cc3)C(c3ccc(OC)cc3)C2)cc1 (centres undefined),6,0.2,-1.3,-2
O=C(COc1ccc(Cl)c(Cl)c1)NN1C(=O)C2C(C1=O)C1C=CC2C12CC2 (centres undefined),10,-0.1,1.0,-3

# No new results follow: an excerpt of the list.
SMILES,MITF inh,FBW7 activator,GPR151 ag,TEAD-YAP inh
COc1ccc(CCNC(=O)NCC2CC(=O)N(c3ccccc3)C2)cc1 (centres undefined),23,0.2,-0.1,11
O=C(/C=C/c1ccco1)Nc1ccc(S(=O)(=O)Nc2cnc3ccccc3n2)cc1,8,0.2,-0.8,-4
O=C(c1cc[n+]([O-])cc1)N1CC[C@H]2[C@H](CCCN2C(=O)/C(F)=C/c2ccccc2)C1,10,-0.1,0.1,0
COc1ccc2c(C)c(C)c(=O)oc2c1C,-9,-0.1,-1.3,-4
Cc1cc2nc(SCc3ccc(Cl)cc3)nc(C)c2cc1C,-3,0.0,1.0,5
COc1cccc(N/C(=N/c2nc(C)cc(C)n2)NC(=O)Nc2ccc(Cl)cc2)c1,7&11,0.0&0.2,-0.7&-1.1,6&2
Cc1cccc(NS(=O)(=O)c2cc(Br)cc3c2N(C(=O)C2CC2)CC3)c1,0,0.0,1.4,71*
O=C(/C=C/c1ccccc1)C1=C(O)C(=O)N(c2ccccn2)C1c1cccnc1 (centres undefined),35,0.0,0.8,-7
O=C(O)CC(NC(=O)c1ccc(Cl)cc1)c1ccc(F)cc1 (centres undefined),-8,0.0,0.3,14
Cc1nn(C)cc1C(C)NC(=O)CCN1Cc2cc(Cl)ccc2OC(C)C1 (centres undefined),5,-0.2,-0.7,15
COc1ccc(CN2CCN(Cc3cccc(OC)c3OC)CC2)cc1Br,75*,0.2,1.5,-4
CC1=NN(C(=O)OC(C)(C)C)C(O)(c2ccc(Br)cc2)C1 (centres undefined),10,-0.2,0.7,-4

# Continued:
SMILES,MITF inh,FBW7 activator,GPR151 ag,TEAD-YAP inh
Cc1ccc(N=C2NC(=O)/C(=C\c3ccc(-c4ccccc4[N+](=O)[O-])o3)S2)c(C)c1,19,-0.2,-0.4,-2
NC(=O)CSCC(=O)Nc1ccccc1,16,0.1,0.3,14
CC(C)CC(C(N)=O)C1=NC(C)(C)Cc2ccccc21 (centres undefined),5,0.1,-0.9,-5
CN(C(=O)c1cc(N2C(=O)C3C4CCC(C4)C3C2=O)ccc1Cl)C1CCCCC1 (centres undefined),13,0.1,2.2,4
COc1ccc(OC)c(NS(=O)(=O)c2ccc(NC(=O)/C=C/c3ccccc3)cc2)c1,14,-0.1,0.3,15
COc1cc(Nc2cc(NCc3ccccc3)nc(N)n2)cc(OC)c1OC,-4,0.0,-1.2,15
O=C(NCc1ccco1)c1cc(Sc2ccccc2Cl)nc2ccccc12,20,-0.1,1.4,-4
CC(C)OCCCNC(=O)CN1CCN(Cc2ccc(Cl)cc2)C1=O,-14,-0.2,0.5,-4
O=C(Nc1nccs1)c1ccccc1OCc1ccccc1Cl,1,0.3,-0.5,-2

# From PubChem
